# Screening data as filed in PubChem.
# BAP1 inh: blocks human BAP1 ubiquitin-AMC hydrolysis; Q92560; recombinant BAP1, Ub-AMC hydrolysis fluorescence kinetic; hits give low values; activity remaining (% of control), % at 20 µM; 72,000 compounds, 0.48% hits; AID 436;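 active means activity remaining at or below 50% of control, provided the compound also passes the data quality filters; inactive means the rest, including low values that fail the filters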;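 further: 100% = DMSO wells rate and 0% = substrate alone blank rate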
# Target sequence (Q92560 whole entry, looked up): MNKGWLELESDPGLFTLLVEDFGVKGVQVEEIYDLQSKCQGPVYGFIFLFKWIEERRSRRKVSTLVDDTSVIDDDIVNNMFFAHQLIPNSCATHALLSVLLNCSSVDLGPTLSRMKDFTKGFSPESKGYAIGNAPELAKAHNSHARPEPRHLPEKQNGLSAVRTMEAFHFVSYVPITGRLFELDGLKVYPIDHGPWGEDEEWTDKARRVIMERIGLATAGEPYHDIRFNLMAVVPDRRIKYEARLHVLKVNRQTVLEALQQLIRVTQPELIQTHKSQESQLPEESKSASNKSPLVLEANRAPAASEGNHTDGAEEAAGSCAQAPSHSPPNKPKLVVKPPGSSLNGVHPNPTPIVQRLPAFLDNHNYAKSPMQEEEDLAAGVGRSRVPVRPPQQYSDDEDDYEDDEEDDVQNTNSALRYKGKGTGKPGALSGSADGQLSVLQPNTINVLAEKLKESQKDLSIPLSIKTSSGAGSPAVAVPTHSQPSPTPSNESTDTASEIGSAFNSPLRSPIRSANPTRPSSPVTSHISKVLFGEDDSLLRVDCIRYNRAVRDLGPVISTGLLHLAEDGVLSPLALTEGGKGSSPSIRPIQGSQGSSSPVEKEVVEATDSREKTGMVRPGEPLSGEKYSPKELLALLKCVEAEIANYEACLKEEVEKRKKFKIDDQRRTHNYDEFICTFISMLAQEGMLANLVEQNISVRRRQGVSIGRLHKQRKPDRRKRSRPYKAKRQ
# HePTP inhibitor: inhibitors of human HePTP phosphatase; 110,000 compounds, 0.64% hits; inhibition, % at 20 µM; recombinant HePTP phosphatase activity, OD absorbance; P35236; AID 521; in the data active means inhibition above about 50%;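 further: plate controls were vehicle for no effect and reference inhibitor for full effect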
# Target sequence (P35236 whole entry, looked up): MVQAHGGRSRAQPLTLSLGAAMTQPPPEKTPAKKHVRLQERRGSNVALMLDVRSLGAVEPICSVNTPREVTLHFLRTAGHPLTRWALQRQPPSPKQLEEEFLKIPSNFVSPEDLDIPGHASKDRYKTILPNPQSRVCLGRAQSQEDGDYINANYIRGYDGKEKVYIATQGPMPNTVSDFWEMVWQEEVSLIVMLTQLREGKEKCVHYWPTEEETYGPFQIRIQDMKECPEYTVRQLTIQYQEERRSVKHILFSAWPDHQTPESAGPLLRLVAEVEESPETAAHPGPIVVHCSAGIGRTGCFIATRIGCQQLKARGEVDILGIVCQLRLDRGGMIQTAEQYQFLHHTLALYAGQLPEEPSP
# The depositor's hits bear a star; nt = no result given; & = joins results of further samples.
SMILES,BAP1 inh,HePTP inhibitor
CCOc1ccc(C(=O)Nc2ccc(-c3nc4ccc(C)cc4s3)cc2)cc1,nt,-8
O=C(CCSCCC(=O)NCC1CCCO1)NCC1CCCO1 (stereo not drawn),110,12
CCOC(=O)c1c(C)nc(C)c(C(=O)OCC)c1-c1cccc(NC(=O)c2ccc(F)cc2)c1,nt,-3
Cc1ccc(NCC(=O)N/N=C\c2cc(Cl)ccc2O)cc1,nt,9
CCc1ccc(OCC(=O)Nc2cccc(S(N)(=O)=O)c2)cc1,nt,1
O=C(c1ccc(Br)cc1)N1CCN(S(=O)(=O)c2ccccc2)CC1,89,-9
N#Cc1nc(-c2ccc(OCc3ccccc3)cc2)oc1N1CCC(C(N)=O)CC1,nt,-6
COc1cc(/C=N/NC(=O)CNC(=O)/C=C/c2ccco2)ccc1O,nt,6
O=C(/C=C/c1ccccc1)Nc1ccc(Cl)cc1Cl,nt,11
Cc1[nH]nc2c1C(c1cn[nH]c1-c1ccc(F)cc1)C(C#N)=C(N)O2 (stereo not drawn),112,6
COc1cc(/C=C2\C=C(c3ccc(Cl)cc3)OC2=O)c([N+](=O)[O-])cc1OC,nt,-7
CCOC(=O)N1CCN(CC(=O)n2c(C)c(C)c3ccccc32)CC1,98,6
C=CCn1c2ccccc2n2cc(-c3cccs3)nc12,nt,2
COc1ccc(OC)c(-c2cc(C(=O)N3CCc4ccccc4C3)no2)c1,nt,9
O=C(Cc1ccccc1)Nc1ccc(OC(F)F)cc1,nt,10
CN(C)CCNc1oc(COc2ccc(Cl)cc2)nc1C#N,61,-5
O=C1CC(c2cccc(Br)c2)C2=C(CCCC2=O)N1 (stereo not drawn),108,2
CC(=O)Nc1ccc(N2C(=O)c3cccc4c([N+](=O)[O-])ccc(c34)C2=O)cc1,nt,-10
COc1cc(OC)cc(-n2nc(C(=O)NCCCN3CCOCC3)c3ccccc3c2=O)c1,105,7
O=P(c1ccccc1)(c1ccccc1)C(O)c1ccco1 (stereo not drawn),nt,5&10
CCn1c(=N)n(CC(=O)c2ccc([N+](=O)[O-])cc2)c2ccccc21,98,nt
CCOc1ccccc1OCC(=O)Nc1ccc(S(=O)(=O)Nc2nc(C)cc(C)n2)cc1,85,9
COc1ccccc1C(=O)NN1C(=O)/C(=C2/C(=O)N(CC(=O)O)c3ccccc32)SC1=S,nt,9
Cc1nc2c(Cl)cccc2c2c1CC(C(C)(Cl)Br)O2 (stereo not drawn),nt,2
Cn1c(=O)oc2cc(S(=O)(=O)NC(Cc3ccccc3)C(=O)N3CCCCC3)ccc21 (stereo not drawn),93,1
O=C(Nc1nccs1)c1c(O)c2cccc3c2n(c1=O)CCC3,120,8
Cc1cc(C)cc(NC2=C(Cl)C(=O)N(c3ccc(Br)cc3)C2=O)c1,nt,4
COc1cccc(Cn2c(C3CC3)nc3ccc(NC(=O)c4ccco4)cc3c2=O)c1,49*,9
Cc1c(Br)c(C(F)(F)F)nn1CC(=O)Nc1cccc(O)c1,nt,8
CCOCCCNC(=O)c1ccc(CS(=O)(=O)Cc2cccc(C)c2)o1,100,4
Cc1onc(-c2ccccc2Cl)c1C(=O)N(Cc1ccccc1)C(C)C,nt,-10
O=S(=O)(CCSc1nc2ccccc2o1)Cc1ccccc1,150,1
COc1cccc(OC)c1C(=O)Nc1cc(C(F)(F)F)ccc1Cl,nt,5
CCOC(=O)c1sc(NC(=O)c2ccc(Cl)s2)cc1C,60,1
COc1ccc(S(=O)(=O)N(CC(=O)NCCc2ccccc2)Cc2ccccc2)cc1,nt,9
Cc1ccc(-c2ccc(OCC(=O)NC(C)c3ccccc3)cc2)cc1 (stereo not drawn),nt,8
CCCCn1c(=O)cc(N2CCOCC2)[nH]c1=O,91,9
COc1ccc(-c2cc(-c3ccc(Cl)cc3)c(C#N)c(N)n2)cc1,nt,6
CCOC(=O)c1cc2cc(F)ccc2nc1C,104,-4
O=C(Nc1ccccc1)C1CCCN1C1CCCCC1 (stereo not drawn),nt,-19

# 4 entries from above, with the structure last:
BAP1 inh	HePTP inhibitor	compound
nt	-10	Cc1onc(-c2ccccc2Cl)c1C(=O)N(Cc1ccccc1)C(C)C
nt	-7	COc1cc(/C=C2\C=C(c3ccc(Cl)cc3)OC2=O)c([N+](=O)[O-])cc1OC
nt	-8	CCOc1ccc(C(=O)Nc2ccc(-c3nc4ccc(C)cc4s3)cc2)cc1
61	-5	CN(C)CCNc1oc(COc2ccc(Cl)cc2)nc1C#N

# Next part
SMILES,BAP1 inh,HePTP inhibitor
COc1ccc(-c2c3c(=O)n(C)c(=O)n(C)c3cn2-c2ccccc2)cc1,87,5
C(#Cc1ccccc1)CN1CCOCC1,nt,-26
CCCCc1cc(=O)oc2cc(C)cc(OC(C)C(=O)O)c12 (stereo not drawn),nt,13
Cc1ccccc1C(=O)N1CCC(C(=O)Nc2cccc(F)c2)CC1,95,4
COc1ccc(-n2nc(C(=O)N3CCN(Cc4ccc5c(c4)OCO5)CC3)c3ccccc3c2=O)cc1,103,6
O=C(COc1ccc2ccccc2c1)N1CCN(C(=O)c2cccs2)CC1,nt,-3
COc1ccccc1NC(=S)NC(=O)c1ccc(Cl)cc1,nt,-4
COc1ccc(S(=O)(=O)N2CCN(c3ccc(Cl)cc3)CC2)cc1,nt,-2
CCOc1ccc(-c2cc(C(=O)Nc3ncn[nH]3)c3ccccc3n2)cc1,nt,3
CC(C)c1ccccc1NC(=O)CCCC(=O)O,97,2
C/C(=N\N)C1(O)CCC2C3CCC4=C/C(=N\N)CCC4(C)C3CCC21C (stereo not drawn),nt,-6
CCN1C(=O)/C(=C\c2cn(CCOc3ccccc3C)c3ccccc23)SC1=S,nt,6
COc1ccc(/C=C/C(=O)Nc2ccc(C)c([N+](=O)[O-])c2)cc1OC,nt,-12
Cc1ccc(C)c(N(CC(=O)NC2CCCC2)C(=O)CCCC(=O)Nc2ccccn2)c1,100,13
O=C(/C=C/c1ccc2c(c1)OCO2)n1nnc2ccccc21,nt,10
O=C(c1csc2ccccc12)N1CCN(c2ccccn2)CC1,115,6
O=C(NCN1C(=O)C2C3C=CC(C3)C2C1=O)Nc1nccs1 (stereo not drawn),107,5
CCOC(=O)C1=C(C)NC(SCC(=O)Nc2nc(C)cs2)=C(C#N)C1c1cccs1 (stereo not drawn),82,-2
Cn1nnc(NC(=O)C(c2ccccc2)c2ccccc2)n1,95,-15
COc1cccc(-c2nc(N3CCCCC3C)c3ccccc3n2)c1O (stereo not drawn),nt,8

# Next section; the last 4 above are carried over.
SMILES,BAP1 inh,HePTP inhibitor
O=C(NCN1C(=O)C2C3C=CC(C3)C2C1=O)Nc1nccs1 (stereo not drawn),107,5
CCOC(=O)C1=C(C)NC(SCC(=O)Nc2nc(C)cs2)=C(C#N)C1c1cccs1 (stereo not drawn),82,-2
Cn1nnc(NC(=O)C(c2ccccc2)c2ccccc2)n1,95,-15
COc1cccc(-c2nc(N3CCCCC3C)c3ccccc3n2)c1O (stereo not drawn),nt,8
Cc1cc(NC(=O)C(C)C)ccc1NC(=O)c1cccs1,nt,8
O=c1[nH]cnc(O)c1C(c1ccc(F)cc1)c1c(O)nc[nH]c1=O,nt,6
Cc1occc1-c1nnc(SCC(=O)Nc2ccc(F)cc2)n1Cc1ccccc1,85,2
C=CCn1c(O)c(C2=c3ccccc3=NC2=O)sc1=Nc1ccc(O)cc1,95,6
COc1ccc(CSc2nnc(N)s2)cc1F,97,2
Cc1nn(Cc2ccccc2)c(N)c1-c1ccccc1,101,0&-21
Cc1cccc(-c2nsc(SCC(=O)NCc3ccco3)n2)c1,110,6
COc1cccc(-c2csc(-c3cc4cccc(OC)c4oc3=O)n2)c1,nt,0
CCC(=O)N(Cc1ccc(S(N)(=O)=O)cc1)C1CC(=O)N(c2ccc(OC)cc2)C1=O (stereo not drawn),82,-11
O=C(Nc1ccccc1N1CCN(C(=O)c2ccc(Cl)cc2)CC1)c1cc2ccccc2o1,nt,-11
CC(=O)Nc1ccc2oc(-c3ccc(Cl)cc3)nc2c1,nt,9
Cc1ccc(NC(=O)/C=C/c2ccccc2)c([N+](=O)[O-])c1,nt,-2
CCOc1ccc2[nH]c(=O)c(CN(Cc3ccco3)C(CC)c3nnnn3Cc3ccccc3)cc2c1 (stereo not drawn),nt,-4
Cc1ccc2c(Cl)c(C(=O)N3CCN(C)CC3)sc2c1,nt,4
CC(C)n1nnnc1C(c1ccc(F)cc1)N1CCN(C2CCCC2)CC1 (stereo not drawn),110,6
CCOc1ccc(/C(O)=C2\C(=O)C(=O)N(c3cc(C)on3)C2c2ccccc2OC)cc1 (stereo not drawn),99,5
Cc1cc(C)nc(N2CCN(c3ncnc4c3cnn4Cc3ccc(Cl)cc3Cl)CC2)n1,90,8
N/C(Cc1ccc([N+](=O)[O-])cc1)=N\OC(=O)c1ccc(Br)cc1,nt,-7
COc1ccc(C2CC(C(F)(F)F)n3ncc(C(=O)N4CCN(Cc5ccccc5)CC4)c3N2)cc1OC (stereo not drawn),nt,0
COc1ccccc1C1NC(=O)NC(C)=C1C(=O)OC(C)C (stereo not drawn),99,nt
OC(COc1ccc2ccccc2c1)CN1CCOCC1 (stereo not drawn),99,7
CCOc1ccc(CSC(CC(=O)O)C(=O)O)cc1 (stereo not drawn),63,2
Cc1cc(C)c(S(=O)(=O)Nc2c(C)cccc2C)c(C)c1,nt,-14
CCOc1ccccc1NC(=O)c1ccccc1,nt,-2
O=C(CSc1nnc(COc2ccccc2)o1)N1CCN(c2ccccc2)CC1,218,nt
COCCN(CCOC)c1cc(C)c(C#N)c2nc3ccccc3n12,nt,6
COc1cccc(/C=N/Nc2nnc(-c3ccccc3)c(-c3ccccc3)n2)c1O,nt,1
CCc1ccc(NC(=O)Cn2c(=O)n(CCCC(=O)NCc3ccco3)c(=O)c3ccccc32)cc1,85,-2
COc1ccccc1CN1CCN(Cc2cccc([N+](=O)[O-])c2)CC1,92,nt
CCOC(=O)c1ccc(NCC(O)COc2ccccc2)cc1 (stereo not drawn),161,0
COc1ccc(C2C(C(=O)c3ccco3)=C(O)C(=O)N2CCc2ccccc2)cc1OC (stereo not drawn),nt,-2
COCc1ccccc1Cn1cnc2c1c(=O)n(C)c(=O)n2C,125,3
CCOc1cc2[nH]c(=O)n(CCCCCC(=O)NCc3ccc4c(c3)OCO4)c(=O)c2cc1OCC,74,-3
O=c1c2cc(Cl)ccc2[nH]c(=S)n1Cc1ccco1,93,1
O=C(NCc1ccco1)c1cccc(S(=O)(=O)N2CCCCC2)c1,133,0
COc1ccc(OC)c(CNC(=O)CCc2nc(-c3cccs3)no2)c1,86,7
O=C(O)c1ccc(-c2ccc(/C=C3\SC(=S)N(c4cccc(C(F)(F)F)c4)C3=O)o2)cc1,nt,-6
Cc1ccc(C(=O)Nc2cc(-c3cccc(C)c3)[nH]n2)cc1,nt,2
CCOC(=O)c1ccc2nc(C34CC5CC(CC(C5)C3)C4)ccc2c1,126,nt
COC(=O)c1nn(-c2ccc(-c3ccccc3)cc2)cc1O,86,-3
Cc1cc(C)nc(SCc2nnc(SCC(=O)Nc3ncc(C)s3)n2Cc2ccco2)n1,98,17
Cc1occc1-c1nnc(SCCCC(=O)c2ccc(F)cc2)n1C,nt,2
COc1ccc(C(=O)OC(C)CN2CCOCC2)cc1OC (stereo not drawn),106,-2
Cc1cccc(Cl)c1NC(=O)C1CC(=O)N(c2ccc(Br)cc2)C1 (stereo not drawn),nt,3
O=C(NCC1CCCO1)c1ccccc1 (stereo not drawn),nt,5
COc1ccc(/C=N/Nc2cc(N3CCOCC3)ncn2)c(OC)c1,nt,-1
Cc1ccc(Cn2c(NC(=O)c3cccs3)nc3ccccc32)cc1,nt,2
Cc1cc(C)nc(N(C#N)CC(=O)c2ccccc2)n1,114,2
CCN1C(=O)NC(c2ccc([N+](=O)[O-])cc2)C(C(=O)OC(C)C)=C1C (stereo not drawn),75,nt
O=C1C=CC(=O)C(c2cccc(C(F)(F)F)c2)=C1,nt,10
# (listing goes on)
SMILES,BAP1 inh,HePTP inhibitor
CSC1=NC(c2cccc([N+](=O)[O-])c2)C(C(=O)OC(C)C)=C(C)N1 (stereo not drawn),nt,4
O=C(Nc1ccc2c(c1)OCO2)C1CCCCN1S(=O)(=O)c1ccc(F)cc1 (stereo not drawn),121,9
CC(C)Cc1cc(-c2ccccc2)c(C#N)c(N)n1,nt,6
O=C(CN1C(=O)c2ccccc2C1=O)Nc1ccccc1F,nt,4
O=C1c2ccccc2C(=O)N1c1ccc(S(=O)(=O)N2CCN(c3ccccc3)CC2)cc1,77,5
Cc1cccc2cc(C(c3nnnn3CC3CCCO3)N3CCCc4ccccc43)c(=O)[nH]c12 (stereo not drawn),68,3
Cc1cccc2cc(COC(=O)c3cccnc3)c(=O)[nH]c12,66,4
CCOc1ccc(OCC)c(NC(=O)CSCC(=O)O)c1,99,8
CCCn1c(CNC(=O)c2cccs2)nc2ccccc21,100,-5
COc1cc(Br)ccc1NC(=O)c1ccccc1-c1ccccc1C(=O)O,nt,-4

# Printed as active in BAP1 inh, among the entries above:
SMILES,BAP1 inh,HePTP inhibitor
COc1cccc(Cn2c(C3CC3)nc3ccc(NC(=O)c4ccco4)cc3c2=O)c1,49*,9

# (further entries)
SMILES,BAP1 inh,HePTP inhibitor
COC(=O)c1ccc(NC(=O)C2CCCN2S(=O)(=O)c2ccc(F)cc2)cc1 (stereo not drawn),92,7
Cc1ccc(NS(=O)(=O)c2ccc(C)c([N+](=O)[O-])c2)cc1,nt,-2
Brc1ccc(-c2nc(Cc3ccccc3)no2)cc1,nt,-4
CCN1CCN(CCCNC(=O)C(NC(=O)C2CCC(C)CC2)C(C)C)CC1 (stereo not drawn),102,-4
COCCN(C(=O)CCC(=O)Nc1cccnc1)C(C(=O)NC1CCCCC1)c1ccccc1 (stereo not drawn),91,-4

# Ordered by molar mass (lowest first): five of the compounds above
SMILES,BAP1 inh,HePTP inhibitor
CCCn1c(CNC(=O)c2cccs2)nc2ccccc21,100,-5
CCOc1ccc(OCC)c(NC(=O)CSCC(=O)O)c1,99,8
Brc1ccc(-c2nc(Cc3ccccc3)no2)cc1,nt,-4
CCN1CCN(CCCNC(=O)C(NC(=O)C2CCC(C)CC2)C(C)C)CC1 (stereo not drawn),102,-4
COCCN(C(=O)CCC(=O)Nc1cccnc1)C(C(=O)NC1CCCCC1)c1ccccc1 (stereo not drawn),91,-4
